Source: PubChem
RNase H inhibition – RNase H inhibition, HIV 1 Gag Pol polyprotein, FRET biochemical assay, screening (AID 372); 0.77% of 100,000 active; one-dose inhibition, % at 10 µM; IC50 in µM for titrated hits; HIV-1 RT RNase H, FRET RNA/DNA substrate fluorescence; higher % means a stronger effect; in the data active = inhibition above about 50%
Numbers without * were called inactive. This is a subset, so the mix of outcomes need not match the whole.

SMILES	RNase H inhibition
O=C1NC(=O)N(c2ccc(Cl)c(Cl)c2)C(=O)/C1=C/c1ccc(O)c(Br)c1	32.0%
CN(C)c1ccc(/C=C(\NC(=O)c2ccccc2)C(=O)N/N=C/c2cc(O)ccc2[N+](=O)[O-])cc1	8.0%
Cc1cc(=O)oc2c1ccc1oc(/C(=N\O)c3ccc(Cl)cc3)c(C)c12	4.0%
COc1ccc(NC(=O)/C(C#N)=C/c2ccccc2[N+](=O)[O-])cc1	0.0%
CCN(CC)c1ccc(/C=C2/C(=O)NN(c3ccc(C)cc3)C2=O)c(O)c1	10.0%
COc1ccc(NC(=S)NCc2ccc3c(c2)OCO3)cc1	12.0%
COC(=O)C(=C/C=C/N(C(C)C)C(C)C)C(=O)OC	8.0%
COc1ccc(C=Nc2ccc(C)c(F)c2)cc1OC	6.0%
Cc1ccccc1SCCNC(=O)Nc1cc(F)c(F)cc1Cl	5.0%
CCOc1cc(/C=C2\SC(=S)NC2=O)ccc1OS(=O)(=O)c1ccc([N+](=O)[O-])cc1	28.0%
COc1cccc(N2C(=O)C(O)=C(C(C)=O)C2c2ccccc2[N+](=O)[O-])c1 (stereo not drawn)	11.0%
CN1CCN(Cc2ccc3ccc4cccc5ccc2c3c45)CC1	8.0%
COc1ccccc1C(=O)N1CCN(Cc2ccncc2)CC1	8.0%
Cc1cc(/C=N/NC(N)=S)c(C)n1-c1cccc(Cl)c1	54.0%*
O=C(NC(=S)Nc1ccc(N2CCOCC2)cc1)c1ccc(Cl)cc1Cl	16.0%
CCCCOc1ccc(OCC(=O)N/N=C/c2cccc(Br)c2)cc1	5.0%
COc1cc(C)ccc1OCCCCOc1cc(C)ccc1Cl	18.0%
CCOC(=O)C1=C(C)N=c2s/c(=C\c3ccc(O)c(OC)c3)c(=O)n2C1c1ccc(Cl)cc1 (stereo not drawn)	2.0%
COc1ccc(OCCOc2ccc(/C=C3\SC(=S)N(c4ccc(OC)cc4)C3=O)cc2)cc1	7.0%
CCOc1cc(/C=C/c2cc(C(F)(F)F)[nH]c(=O)n2)ccc1OCc1ccc(F)cc1	20.0%
CCOc1cc(/C=C2\SC(N)=NC2=O)cc(Br)c1OS(=O)(=O)c1ccc(C)cc1	39.0%
O=C1/C(=C/c2ccccc2)SC(=S)N1c1ccccc1Cl	2.0%
O=C(O)c1ccc(/C=N/N2CCN(c3ccccc3)CC2)cc1	7.0%
COc1ccc(-n2nc3ccc(NC(=O)c4ccccc4[N+](=O)[O-])cc3n2)cc1	19.0%
CCCCCCCNC1CC(=O)N(c2ccc(F)cc2)C1=O (stereo not drawn)	3.0%
CCCOC(=O)/C(C(N)=NCCO)=C(/O)OCCC	0.0%
Cc1cc(/C=C2\C(=O)NC(=O)N(c3cccc(Br)c3)C2=O)c(C)n1-c1cccnc1	13.0%
O=C1CC(N2CCN(c3ccccc3Cl)CC2)C(=O)N1c1cccc(Br)c1 (stereo not drawn)	10.0%
N#C/C(=C\c1ccc(OCc2ccc(Cl)cc2Cl)cc1)c1nn(CCO)c(N)c1C#N	5.0%
CC(C)OC(=O)c1c(NC(=O)c2ccccc2F)sc2c1CCCCC2	16.0%
CCOC(=O)COc1ccc2cc(-c3nc4ccccc4[nH]3)c(=O)oc2c1	19.0%
C/C=C/COC(=O)C1=C(C)NC(=O)NC1c1ccc(O)c(OCC)c1 (stereo not drawn)	3.0%
Cc1ccnc(NC(=O)c2ccc(Br)o2)c1	16.0%
COc1cccc(/C=N/Nc2ccc([N+](=O)[O-])cc2[N+](=O)[O-])c1O	20.0%
O=C(Nc1ccccc1)NC1CCCCCC1	0.0%
Cc1[nH]n(-c2ccccc2)c(=O)c1C=Nc1cccc(Br)c1	12.0%
Cc1ccc(Nc2nc3nonc3nc2N/N=C/c2cc([N+](=O)[O-])c(Cl)cc2Cl)cc1	37.0%
O=C(Nc1ccc(-c2nc3ccccc3[nH]2)cc1)c1ccc(Br)o1	13.0%
COc1ccc(NC(=O)/C(C#N)=C/c2ccc(Cl)c(Cl)c2)cc1	1.0%
N/C(=N\OC(=O)C1CC1)c1ccccn1	4.0%
Cc1ccc(N=Cc2ccccc2[N+](=O)[O-])c(C)c1	3.0%
C=CCNC(=O)c1cnn(-c2ccccc2)c1NC(=O)c1ccccc1Cl	7.0%
COc1ccc(NC(=O)CC(C)=O)cc1Cl	0.0%
Cc1nc2ccccc2c(=O)n1/N=C/c1ccccc1O	14.0%
O=C(Nc1ccc(Br)cc1)c1ccc(Br)c(S(=O)(=O)N2CCOCC2)c1	3.0%
Cc1cc(C)nc(/N=C(/N)Nc2cccc(C(F)(F)F)c2)n1	12.0%
Oc1ccccc1N=C/C=C/c1ccc(Cl)cc1	7.0%
Nc1ccccc1NC1=C([N+](=O)[O-])CS(=O)(=O)C1	7.0%
O=S(=O)(Nc1nc2ccccc2s1)c1cccs1	9.0%
COc1cccc(/C=C(\C#N)C(=O)Nc2ccc(F)cc2)c1	1.0%
CCCOc1ccc(N2C(=O)CC(N(CCc3ccc(OC)c(OC)c3)C(=O)Cc3ccccc3)C2=O)cc1 (stereo not drawn)	27.0%
O=C(CN1CCCCCC1)N/N=C/c1ccccc1Cl	0.0%
Cc1cc(C)cc(OCC(=O)Nc2ccc(Cl)c(-c3nc4ccc(C)cc4o3)c2)c1	16.0%
CCCCOc1ccccc1NC1=NS(=O)(=O)c2ccccc21	10.0%
CCCOc1ccccc1/C=C1/C(=O)NN(c2ccc(C)cc2)C1=O	33.0%
COC(=O)c1c(C)oc2ccc(OCc3c(F)c(F)c(F)c(F)c3F)cc12	11.0%
CC1(C)C(C=C(Cl)Cl)C1C(=O)Nc1cc(C(F)(F)F)ccc1Cl (stereo not drawn)	8.0%
COc1ccc(C(=O)CC(=O)c2ccccc2O)cc1OC	0.0%
Cc1cc(C)cc(N(CC(=O)N2CCN(c3ccccc3)CC2)S(C)(=O)=O)c1	0.0%
CCCCCCOc1ccc(CN2CCN(c3cccc(Cl)c3)CC2)cc1	9.0%
Following part:
SMILES	RNase H inhibition
Cc1cc2c(c(=O)o1)C(c1ccc(Br)o1)C(C#N)=C(N)O2 (stereo not drawn)	0.0%
Cc1cc(C)cc(OCCCCCN2CCOCC2)c1	8.0%
CCCC(=O)Nc1cccc(NC(=O)c2ccc(-c3cccc(Cl)c3C)o2)c1	26.0%
O=C(/C=C/c1cc(Br)cs1)Nc1cccc([N+](=O)[O-])c1	8.0%
CC(=O)c1ccc(NC(=S)NC(=O)c2cccnc2)cc1	3.0%
CCOC(=O)C1=C(CC)NC2=C(C(=O)CCC2)C1c1ccccc1OCC (stereo not drawn)	16.0%
Cc1cc(C(=O)NC2CCSC2=O)ccc1[N+](=O)[O-] (stereo not drawn)	10.0%
O=S(=O)(c1cc(Cl)ccc1Cl)n1ccnc1	0.0%
C=CCn1c(SCc2ccccc2)nc2sc(C)c(C)c2c1=O	12.0%
COc1ccc(C(=O)NC(=S)Nc2ccc(-c3nc4cc(Cl)ccc4o3)cc2)cc1[N+](=O)[O-]	53.0%*
Cc1ccc2nc(-c3ccc(NC(=O)C4CCC(C)(C(=O)O)C4(C)C)cc3)sc2c1 (stereo not drawn)	9.0%
COC(=O)c1ccccc1Sc1c(-c2ccccc2)nc2ccccn12	31.0%
COc1cc(C=O)ccc1OCCOc1cc(C)ccc1Cl	39.0%
NC1=NC(=O)/C(=C/c2cc(Cl)ccc2OCc2cccc3ccccc23)S1	36.0%
COc1ccc(/C=C2\C(=O)NC(=O)N(c3cc(C)cc(C)c3)C2=O)cc1I	11.0%
O=C(O)CN1C(=O)/C(=C/c2ccc(OC(=O)c3ccccc3I)cc2)SC1=S	22.0%
O=C(Nc1ccccc1C(=O)NC1CCCCC1)c1ccccc1	5.0%
CCOc1ccc(C(=O)Nc2ccc3oc(-c4ccc(I)cc4)nc3c2)cc1[N+](=O)[O-]	41.0%
NC(=O)c1cc(NC(=O)c2cccc(F)c2)c(Cl)cc1Cl	0.0%
COc1ccc(OC)c(C2C(C(C)=O)=C(O)C(=O)N2c2nc3ccccc3s2)c1 (stereo not drawn)	9.0%
Brc1ccc(-c2nc3ccccc3nc2-c2ccccc2Br)cc1	10.0%
CC(=O)C1=C(Nc2ccccc2)CC(C)(O)C(C(C)=O)C1c1ccc(F)cc1 (stereo not drawn)	3.0%
COc1cccc(NC(=S)NC(=O)c2ccccc2I)c1	2.0%
Cc1cc(N2CCOCC2)c2c(N)c(Br)cc(C)c2n1	13.0%
COc1cc(/C=C2\C(=O)NC(=O)N(c3ccc(Br)cc3)C2=O)cc([N+](=O)[O-])c1O	17.0%
COc1c(Cl)cc(C(=O)N2CCN(c3ccc(-n4c(C)ccc4C)cc3[N+](=O)[O-])CC2)cc1Cl	2.0%
Cc1ccn2c(-c3csc(Nc4ccc(O)cc4)n3)c(C)nc2c1	8.0%
COc1cc(/C=C(\C#N)c2nc(-c3ccc(-c4ccccc4)cc3)cs2)ccc1O	49.0%
CC(C)CCCN=Cc1c(O)n(-c2ccc(Br)cc2)c(=O)[nH]c1=O	8.0%
CSc1nc2sc3c(c2c(=O)[nH]1)CC(C)(C)OC3	3.0%
CN1C(=O)S/C(=C/c2ccc(Sc3ccccc3)o2)C1=O	52.0%*
Cc1ccc(C(=O)C(NC(=O)c2ccco2)Nc2ccccc2C)cc1 (stereo not drawn)	8.0%
COc1ccc(C(=O)ON=C2C(C)=CC(=O)C=C2C)cc1	2.0%
C=CCNC(=O)/C(=C\c1ccc([N+](=O)[O-])cc1)NC(=O)c1ccc(C)cc1	2.0%
CCOC(=O)c1nn(-c2ccccc2)cc1O	15.0%
CC(=O)C1=C(O)CC(C)(C)CC1=NCc1ccccc1	0.0%
CCOC(=O)C1=C(C)NC2=C(C(=O)CC(c3cccs3)C2)C1c1cc(OC)c(OC)cc1OC (stereo not drawn)	1.0%
O=C1C(Cl)=C(NCc2ccccc2)C(=O)N1c1ccc(Cl)c(Cl)c1	10.0%
Cc1ccc(N(CC(=O)O)S(=O)(=O)c2ccccc2)cc1	8.0%
CCc1ccc(-c2cc(C(=O)NC3CC3)c3ccccc3n2)cc1	0.0%
COc1cc(/C=C/c2cc(C(F)(F)F)[nH]c(=O)n2)ccc1OCc1ccc(Cl)cc1Cl	14.0%
O=[N+]([O-])/C=C\c1ccc(-c2ccc(Br)cc2)o1	5.0%
COC(=O)CCCC1C2SCC(NC(=O)c3ccccc3)(/C2=N/O)C2C(NC(=O)c3ccccc3)CSC12 (stereo not drawn)	0.0%
O=C(Nc1ccc(N=Cc2cc(Br)cc([N+](=O)[O-])c2O)cc1)c1cccc(Br)c1	1.0%
COc1ccc(/C=C/C(=O)NCCc2nc3ccccc3[nH]2)cc1Br	24.0%
COc1cc(NC(=O)c2ccccc2F)cc(OC)c1	0.0%
O=C(c1cc2n(n1)C(C(F)(F)F)CC(c1ccco1)N2)N1CCCc2ccccc21 (stereo not drawn)	8.0%
COc1ccc(Nc2nc(-c3cccs3)cs2)cc1	27.0%
COc1ccc(C2CC(=O)C=C(Nc3ccccc3)C2)cc1 (stereo not drawn)	8.0%
O=C(NCCO)c1cccc([N+](=O)[O-])c1	5.0%
O=S(=O)(Nc1ccc(Oc2ccccc2)cc1)c1ccc2ccccc2c1	14.0%
CCOC(=O)NC(Nc1ccc(S(=O)(=O)Nc2ncccn2)cc1)(C(F)(F)F)C(F)(F)F	1.0%
CCc1ccccc1NC(=O)C1CC2CCC1C2 (stereo not drawn)	1.0%
Cc1ccc(/C=N/Nc2ccccc2[N+](=O)[O-])o1	19.0%
CC(C)c1ccccc1NC(=O)c1ccccc1F	0.0%
O=C(Nc1cccc(O)c1)c1ccccc1	7.0%
CCN(CC)C(=O)/C(=C/c1ccc(F)cc1)NC(C)=O	29.0%
Cc1ccc(SCc2[nH]n(-c3nc4ccccc4s3)c(=O)c2C=NCc2cccnc2)cc1	0.0%
COc1ccc(N(CC(=O)Nc2ccc(C)cc2C)S(C)(=O)=O)cc1	2.0%
COc1ccc(/C(N)=N/OC(=O)c2ccc(C)cc2Cl)cc1	9.0%
Remaining list, next part
SMILES	RNase H inhibition
O=C(Nc1c(Cl)cccc1Cl)c1ccc(Cl)c(Cl)c1	5.0%
Cc1ccc([N+](=O)[O-])cc1N/C=C/[N+](=O)[O-]	19.0%
Cc1onc(-c2ccccc2)c1C(=O)Nc1ccc(N(C)C)cc1	5.0%
Cc1cc2oc(=O)cc(C)c2cc1NC(=O)c1ccccc1	2.0%
O=[N+]([O-])c1ccc(/C=N/Nc2nc3ccccc3s2)o1	13.0%
CNCCc1c(-c2ccccc2)n(-c2ccccc2)c2ccccc12	17.0%
c1ccc2c(c1)[nH]c1nc3nnnn3nc12	8.0%

A second format for part of the listing above.
mol | RNase H inhibition
O=C(NCCO)c1cccc([N+](=O)[O-])c1 | 5.0%
O=S(=O)(Nc1ccc(Oc2ccccc2)cc1)c1ccc2ccccc2c1 | 14.0%
CCOC(=O)NC(Nc1ccc(S(=O)(=O)Nc2ncccn2)cc1)(C(F)(F)F)C(F)(F)F | 1.0%
CCc1ccccc1NC(=O)C1CC2CCC1C2 (stereo not drawn) | 1.0%
Cc1ccc(/C=N/Nc2ccccc2[N+](=O)[O-])o1 | 19.0%
CC(C)c1ccccc1NC(=O)c1ccccc1F | 0.0%
O=C(Nc1cccc(O)c1)c1ccccc1 | 7.0%
CCN(CC)C(=O)/C(=C/c1ccc(F)cc1)NC(C)=O | 29.0%
Cc1ccc(SCc2[nH]n(-c3nc4ccccc4s3)c(=O)c2C=NCc2cccnc2)cc1 | 0.0%
COc1ccc(N(CC(=O)Nc2ccc(C)cc2C)S(C)(=O)=O)cc1 | 2.0%
COc1ccc(/C(N)=N/OC(=O)c2ccc(C)cc2Cl)cc1 | 9.0%
O=C(Nc1c(Cl)cccc1Cl)c1ccc(Cl)c(Cl)c1 | 5.0%
Cc1ccc([N+](=O)[O-])cc1N/C=C/[N+](=O)[O-] | 19.0%
Cc1onc(-c2ccccc2)c1C(=O)Nc1ccc(N(C)C)cc1 | 5.0%
Cc1cc2oc(=O)cc(C)c2cc1NC(=O)c1ccccc1 | 2.0%
O=[N+]([O-])c1ccc(/C=N/Nc2nc3ccccc3s2)o1 | 13.0%
